High-throughput results as filed in PubChem BioAssay.
dFosB activator: activators of delta FosB homodimer, primary screen, biochemical, fluorescence polarization, TAMRA-CDK5 oligo, single point | purified delta FosB; percent of positive-control signal above neutral wells | Protein FosB (Mus musculus), P13346 | activation, % at 25 µM | 0.99% of 340,000 active;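 active means mean activation above about 17%, with every replicate also reaching it, limit read from the data, passing the limit was not always enough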;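 further: fluorescence polarization rise as delta FosB binds a TAMRA Cdk5 AP-1 oligo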
CAL PDZ FP-1: CAL PDZ peptide-binding inhibitors, primary screen, biochemical, fluorescence polarization, Cer-tagged CAL PDZ, HTS; Golgi-associated PDZ and coiled-coil motif-containing protein (Homo sapiens), Q9HD26; purified CAL PDZ, TMR-peptide fluorescence polarization, 1 h; inhibition, % at 20 µM; 0.02% of 330,000 active; AID 504414, 2011;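 active means highest replicate inhibition of at least 40%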;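 further: plate controls were DMSO neutral control wells for no effect and unlabeled competitor peptide control wells for full effect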
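Read-out basis: mP drop reported as inhibition | Assay system: Tagged CAL PDZ protein CerCALP, purified | Benchmarks: Unlabelled peptide for full inhibition, DMSO wells as neutral | Schedule: 1 h incubation at room temperature before polarization reading | Buffer or medium: Sodium phosphate/NaCl buffer pH 7.4 with TCEP, IgG, Thesit | Doses: Single point, 20 µM | Measured by: Fluorescence polarization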
MITF act: activators of MITF-driven TRPM1 promoter reporter, primary screen, cell-based, SK-MEL-5, luciferase, single point | SK-MEL-5 TRPM1-promoter luciferase, 24 h; % of positive control, neutral wells = 0 | activation, % at 12.5 µM | 0.75% of 300,000 active | AID 588334, 2011;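 active means mean activation of at least 80% with every replicate also reaching 80%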;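 further: 0% = neutral control wells and 100% = parthenolide positive control wells; values of inactives mirror those of a sister screen read the other way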
SR-BI HDL uptake: inhibitors of SR-BI mediated HDL lipid uptake, primary screen, ldlA[mSR-BI] cells, fluorescence, single point. Scavenger receptor class B member 1 (Mus musculus), Q61009. ldlA[mSR-BI] CHO cells, DiI-HDL uptake fluorescence, 3 h. inhibition, % at 12.5 µM. 0.96% of 320,000 active. AID 488896, 2010;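 active means mean replicate inhibition of at least 70% and a set share of replicates each scoring 70 or more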;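 further: 0% = median of neutral control wells and 100% = median of positive control wells; values of inactives mirror those of a sister screen read the other way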
PvdQ acylase: P. aeruginosa PvdQ acylase inhibitors, primary screen, biochemical, fluorescence, plate reader and imaging, single point; PvdQ acylase [Pseudomonas aeruginosa LESB58]; AID 488965, 2010; purified PvdQ acylase; 0.063% of 340,000 active; inhibition, % at 10 µM; in the data active means inhibition above about 30%, passing the limit was not always enough;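 further: 0% = vehicle neutral wells and 100% = reference inhibitor wells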
PfHsp90 set2: growth inhibition of PfHsp90-expressing yeast, primary screen, antimalarial PfHsp90 inhibitor project, S. cerevisiae, BacTiter-Glo luminescence, single point, set 2; 0.32% of 310,000 active; AID 504621, 2011; inhibition, % at 9.4 µM; BacTiter-Glo ATP, 48 h; yeast lacking PDR1 and PDR3 efflux regulators;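 active means every replicate shows inhibition above about 80%, whatever the replicate mean, limit read from the data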;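 further: 0% = DMSO neutral controls and 100% = 20 µM radicicol positive controls; yeast relying on Plasmodium falciparum Hsp90 in place of its own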
NSD2 inh: NSD2 histone methyltransferase inhibitors, primary screen, biochemical, AlphaScreen, single concentration, set 2 | Histone-lysine N-methyltransferase NSD2 (Homo sapiens), O96028 | NSD2 peptide methylation, 120 min | inhibition, % at 12.5 µM | 0.54% of 310,000 active; in the data active means inhibition above about 50%
Target sequence (O96028 whole entry, looked up): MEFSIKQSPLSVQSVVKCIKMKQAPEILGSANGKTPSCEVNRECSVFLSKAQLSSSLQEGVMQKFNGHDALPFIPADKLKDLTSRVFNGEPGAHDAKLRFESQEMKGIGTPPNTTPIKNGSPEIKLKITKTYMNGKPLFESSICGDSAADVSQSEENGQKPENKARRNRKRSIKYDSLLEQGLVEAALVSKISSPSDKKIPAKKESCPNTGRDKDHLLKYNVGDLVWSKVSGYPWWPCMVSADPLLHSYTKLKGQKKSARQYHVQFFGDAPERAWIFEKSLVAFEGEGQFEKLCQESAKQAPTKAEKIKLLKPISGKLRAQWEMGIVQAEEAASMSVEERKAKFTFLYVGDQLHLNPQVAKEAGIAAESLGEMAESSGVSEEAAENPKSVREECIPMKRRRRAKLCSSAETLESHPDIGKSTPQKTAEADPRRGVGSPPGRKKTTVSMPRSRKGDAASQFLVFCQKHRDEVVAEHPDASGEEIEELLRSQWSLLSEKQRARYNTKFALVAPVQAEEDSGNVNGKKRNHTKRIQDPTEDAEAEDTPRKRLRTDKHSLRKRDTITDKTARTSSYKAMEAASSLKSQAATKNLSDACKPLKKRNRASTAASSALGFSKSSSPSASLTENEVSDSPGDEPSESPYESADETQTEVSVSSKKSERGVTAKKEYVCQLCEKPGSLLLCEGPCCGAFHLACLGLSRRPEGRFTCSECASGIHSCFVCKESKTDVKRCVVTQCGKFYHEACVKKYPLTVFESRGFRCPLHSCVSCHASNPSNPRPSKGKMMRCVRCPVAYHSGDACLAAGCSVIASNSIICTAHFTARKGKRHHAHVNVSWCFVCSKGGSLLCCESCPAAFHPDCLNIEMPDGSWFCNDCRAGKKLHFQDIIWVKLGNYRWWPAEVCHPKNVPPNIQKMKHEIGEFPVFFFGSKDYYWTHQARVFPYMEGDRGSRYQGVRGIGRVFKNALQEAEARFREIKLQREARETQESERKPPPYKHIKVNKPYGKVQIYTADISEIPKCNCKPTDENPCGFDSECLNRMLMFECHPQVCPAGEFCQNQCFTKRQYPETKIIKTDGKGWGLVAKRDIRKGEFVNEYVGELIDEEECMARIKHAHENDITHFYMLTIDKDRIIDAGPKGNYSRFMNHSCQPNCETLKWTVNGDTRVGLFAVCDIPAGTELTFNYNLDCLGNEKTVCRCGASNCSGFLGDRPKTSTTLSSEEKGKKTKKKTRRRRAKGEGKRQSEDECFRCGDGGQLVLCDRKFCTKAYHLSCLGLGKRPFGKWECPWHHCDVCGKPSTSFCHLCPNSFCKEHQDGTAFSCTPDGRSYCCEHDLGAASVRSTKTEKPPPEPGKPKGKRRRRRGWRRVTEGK
SR-BI DiI-HDL act: activators of SR-BI mediated DiI-HDL uptake, primary screen, ldlA[mSR-BI] CHO cells, DiI fluorescence; 0.096% of 320,000 active; 3 h; 100 = double the neutral-control signal; activation, % at 12.5 µM;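 active means mean replicate activation of at least 60% and every replicate at or above 60%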;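 further: 0% = median plate neutral-control signal and 100% = twice that signal; values of inactives mirror those of a sister screen read the other way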
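Test system: SR-BI-overexpressing, LDLR-lacking CHO cells; Also added: labelled HDL, 10 µg/mL; Measured by: bottom-read cell fluorescence after medium removal, ex 550/em 595 nm; Timing: 3 h uptake period with compound, 37 °C; Buffer or medium: F12, 0.5% BSA, 25 mM HEPES; Doses: single compound concentration, delivered by pin transfer.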
Rtt109 HAT inh: inhibitors of C. albicans Rtt109/Vps75 HAT, primary screen, biochemical, ThioGlo CoA-SH fluorescence, plate reader; Histone acetyltransferase RTT109 (Candida albicans (strain SC5314 / ATCC MYA-2876)), …; purified Rtt109/Vps75, 4 h; inhibition, % at 34.9 µM; 0.16% of 330,000 active;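 active means inhibition of at least 50% in every replicate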
CAL PDZ FP-2: untagged CAL PDZ binding inhibitors, primary screen, biochemical, fluorescence polarization, HTS. Golgi-associated PDZ and coiled-coil motif-containing protein (Homo sapiens), Q9HD26. purified CAL PDZ, TMR-peptide fluorescence polarization, 1 h. inhibition, % at 24.9 µM. 0.92% of 300,000 active. AID 602252, 2012;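 active means mean inhibition of at least 30% with at least half of replicates also reaching 30%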;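 further: 0% = DMSO neutral control and 100% = excess unlabeled competitor peptide PRC23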
* = called active by the depositor; x = no result given. An unsorted share of the library; any-hit rate near 4.3%.

no. | smiles | NSD2 inh | Rtt109 HAT inh | PvdQ acylase | SR-BI HDL uptake | PfHsp90 set2 | CAL PDZ FP-1 | MITF act | CAL PDZ FP-2 | dFosB activator | SR-BI DiI-HDL act
1 | O=C(CCS(=O)(=O)c1cccc2nsnc12)NCc1ccccc1Cl | -1 | -6 | 2 | -23 | x | -0.9 | x | -3 | -2 | 23
2 | O=C(c1cccc(C(F)(F)F)c1)N1CCC2(CC1)NCCc1[nH]cnc12 | -3 | -6 | -7 | 2 | -7 | -1.6 | -9 | -4 | -4 | -2
3 | Cc1ccc(NC(=S)NCc2ccc(Cl)cc2)c(C)c1 | 15 | 5 | 2 | 13 | -3 | -1.7 | x | -7 | -3 | -13
4 | O=C(O)c1nccnc1C(=O)Nc1ccc(Oc2c(Cl)cccc2Cl)nc1 | -5 | 30 | 14 | -4 | -11 | 0.8 | x | -4 | 2 | 4
5 | O=C(c1c[nH]c2ccccc12)C(F)(F)F | -1 | -7 | 2 | -17 | -13 | -0.2 | -20 | x | -3 | 17
6 | COc1ccc(C(=O)NN2CCOCC2)cc1 | x | -7 | -11 | -15 | -23 | -3.0 | 8 | -2 | -5 | 15
7 | CC1(C)CC(=O)C(=Cc2cn(CCC#N)nc2-c2ccc(F)cc2)C(=O)C1 | 8 | 1 | 6 | -2 | x | -3.6 | 4 | 1 | -2 | 2
8 | CC(C)NCC(O)COc1ccc2c(c1)CCC2 (stereo unspecified) | 10 | -3 | -10 | -14 | -20 | -0.2 | 6 | 2 | 2 | 14
9 | O=C(NCc1ccccc1)/C(=C/c1ccccc1)NC(=O)c1ccco1 | 0 | 7 | 14 | x | 3 | -1.8 | 4 | -3 | -8 | x
10 | CC(=O)NC1=NN(C(C)=O)C(C)(c2ccccc2)S1 (stereo unspecified) | 1 | 6 | 3 | -12 | 29 | -2.5 | -4 | -3 | -3 | 12
11 | COc1ccc(NC(=O)c2cccc(N3C(=O)C4CC=C(C)CC4C3=O)c2)c(OC)c1 (stereo unspecified) | -1 | 8 | -2 | 59 | -16 | -0.1 | 8 | 3 | -5 | -59
12 | CC1(C2(O)CCCCC2)NCCc2ccccc21 (stereo unspecified) | 4 | -1 | -7 | -4 | -1 | 0.2 | 0 | 7 | 4 | 4
13 | O=C(CSc1ccc2c(c1)OCCO2)Nc1ncccc1O | 1 | -1 | -12 | -19 | 7 | -0.9 | 23 | 0 | 0 | 19
14 | S=C(NCc1cccs1)Nc1ccccc1Cl | -1 | -3 | -7 | -17 | -23 | -2.2 | 9 | 0 | 2 | 17
15 | CCCc1cc(=O)[nH]c2nnc(SCC(=O)Nc3cccc(NC(C)=O)c3)n12 | -2 | 17 | 11 | -29 | -2 | -1.6 | 4 | -1 | -2 | 29
16 | CSc1nc(-c2ccco2)cc(C(F)(F)F)c1C#N | -2 | -12 | -10 | 33 | x | 0.1 | x | -1 | -3 | -33
17 | O=C(CSc1ncccc1C(=O)O)NC1CCCCCCC1 | 5 | 1 | -6 | -2 | 0 | -0.7 | -3 | 60* | -2 | 2
18 | CCCn1c(=O)c(C(=O)NNS(=O)(=O)c2ccc(Cl)cc2)c(O)c2ccccc21 | 3 | -14 | -2 | -30 | -8 | -2.0 | 6 | x | -4 | 30
19 | Cn1c(SCC(=O)c2ccc3c(c2)OCCO3)nnc1C1CC1 | -1 | 13 | 6 | 20 | x | -0.6 | x | x | -5 | -20
20 | CCCC(=O)Nc1ccc(NC(=O)c2ccccc2)nc1 | 0 | 0 | 12 | x | 4 | -3.4 | 72 | 1 | -2 | x
21 | CCN(c1ccc(NC(=O)COC(=O)c2ccc3ccccc3n2)cc1)C(C)C | 10 | 3 | 1 | 14 | 7 | 0.0 | 4 | 0 | 1 | -14
22 | O=c1[nH]c([N+](=O)[O-])nn1C(c1ccccc1)c1ccccc1 | 3 | 2 | -12 | -1 | -4 | 1.3 | x | -7 | -3 | 1
23 | COc1ccc(C(CNC(=O)c2ccc(S(=O)(=O)Nc3ccccc3OC)cc2)N2CCCC2)cc1 (stereo unspecified) | 2 | 4 | -12 | -6 | -8 | -2.5 | 41 | -21 | -8 | 6
24 | CCn1c(=O)c2sccc2n(Cc2ccc(C)cc2)c1=O | 0 | -2 | -6 | 23 | 0 | -0.1 | x | 1 | 5 | -23
25 | CCn1c(C)c(C(=O)c2ccccc2)c(C#N)c1C(=O)O | -4 | 4 | -16 | 11 | 0 | -2.4 | 5 | x | -5 | -11

Seven successive compounds from above, for reference:
no. | smiles | NSD2 inh | Rtt109 HAT inh | PvdQ acylase | SR-BI HDL uptake | PfHsp90 set2 | CAL PDZ FP-1 | MITF act | CAL PDZ FP-2 | dFosB activator | SR-BI DiI-HDL act
1 | O=C(CCS(=O)(=O)c1cccc2nsnc12)NCc1ccccc1Cl | -1 | -6 | 2 | -23 | x | -0.9 | x | -3 | -2 | 23
2 | O=C(c1cccc(C(F)(F)F)c1)N1CCC2(CC1)NCCc1[nH]cnc12 | -3 | -6 | -7 | 2 | -7 | -1.6 | -9 | -4 | -4 | -2
3 | Cc1ccc(NC(=S)NCc2ccc(Cl)cc2)c(C)c1 | 15 | 5 | 2 | 13 | -3 | -1.7 | x | -7 | -3 | -13
4 | O=C(O)c1nccnc1C(=O)Nc1ccc(Oc2c(Cl)cccc2Cl)nc1 | -5 | 30 | 14 | -4 | -11 | 0.8 | x | -4 | 2 | 4
5 | O=C(c1c[nH]c2ccccc12)C(F)(F)F | -1 | -7 | 2 | -17 | -13 | -0.2 | -20 | x | -3 | 17
6 | COc1ccc(C(=O)NN2CCOCC2)cc1 | x | -7 | -11 | -15 | -23 | -3.0 | 8 | -2 | -5 | 15
7 | CC1(C)CC(=O)C(=Cc2cn(CCC#N)nc2-c2ccc(F)cc2)C(=O)C1 | 8 | 1 | 6 | -2 | x | -3.6 | 4 | 1 | -2 | 2

Next compounds:
no. | smiles | NSD2 inh | Rtt109 HAT inh | PvdQ acylase | SR-BI HDL uptake | PfHsp90 set2 | CAL PDZ FP-1 | MITF act | CAL PDZ FP-2 | dFosB activator | SR-BI DiI-HDL act
26 | Cc1ccc(/C=N/NC(=O)Cn2cnc3ccccc32)cc1 | -9 | 0 | -12 | 3 | 34 | -3.9 | 8 | -6 | 0 | -3
27 | O=C(COC(=O)CSc1nnc(-c2ccc(Cl)cc2)o1)Nc1cc(Cl)cc(Cl)c1 | -3 | -11 | 2 | -5 | 7 | -2.5 | 3 | -4 | -5 | 5
28 | CC(CC(=O)NCc1ccccc1)C1CCCO1 (stereo unspecified) | 0 | -14 | -6 | -14 | -49 | -2.1 | 4 | -6 | -3 | 14
29 | CCN(CC)P(=O)(Nc1ccc(SC(F)F)cc1)c1ccc(N(C)C)cc1NC(=O)c1ccco1 (stereo unspecified) | -1 | -9 | -9 | 28 | 9 | 0.2 | -19 | -2 | -6 | -28
30 | Cc1ccc(C(=O)Nc2nc(=O)n(C(=O)CC(C)C)s2)cc1 | 1 | -6 | -15 | -10 | -13 | -0.5 | -7 | x | -4 | 10
31 | N#Cc1c(N2CCCC2)nsc1-c1ccccc1 | -3 | 2 | 5 | -11 | 14 | -1.5 | 70 | -4 | -2 | 11
32 | Nc1nc(OCC2CCCCC2)c2[nH]cnc2n1 | x | 1 | 2 | -12 | 1 | -1.1 | -29 | -9 | 0 | 12
33 | CCCCn1c(CCNC(=O)CCC)nc2ccccc21 | x | -1 | 4 | 1 | -2 | 0.1 | x | x | -4 | -1
34 | CCCCn1c(CCC(=O)O)nc2cc(S(=O)(=O)N3CCCC3)ccc21 | -1 | 11 | 0 | -5 | x | 0.8 | 2 | x | 0 | 5
35 | O=C1C2C3C=CC(CC3)C2C(=O)N1/N=C/c1ccco1 (stereo unspecified) | -6 | -10 | -5 | -20 | 1 | -2.8 | -11 | -2 | 5 | 20
36 | CC(NC(=S)NC1CCCCC1)C(c1cccs1)N1CCOCC1 (stereo unspecified) | 0 | -8 | -9 | -15 | 15 | 0.7 | -4 | -4 | -7 | 15
37 | CCNC(=O)C(=O)Nc1cc2c3c(c1)CCN3C(=O)CC2 | -10 | -5 | -13 | 5 | -19 | -1.0 | -5 | -6 | -4 | -5
38 | O=C(Nc1ccc(S(=O)(=O)N2CCCCC2)cc1)C1CCCO1 (stereo unspecified) | 1 | -6 | -16 | x | 8 | 1.8 | -6 | -3 | 1 | x
39 | NCCCC[C@@H](C(=O)N1CCNCC1)n1cc(CCC(=O)O)nn1 | x | 1 | 5 | 10 | -6 | -0.2 | 9 | -3 | -10 | -10
40 | O=C(COC(=O)c1n[nH]c2ccccc12)Nc1ccccc1Br | 1 | -2 | -15 | -2 | x | -2.7 | 2 | -2 | -3 | 2
41 | CCO[C@@H]1OC(C(=O)Nc2ccccc2)=C[C@H](C2CC2)[C@H]1CCCO | x | -20 | -7 | 8 | -26 | -0.4 | 4 | -5 | -5 | -8
42 | CCCCC(NC(=O)c1ccc(Cl)cc1)C(=O)O (stereo unspecified) | 9 | 0 | -8 | x | 3 | -1.0 | 13 | -2 | -10 | x
43 | CC(=O)Nc1ccc(/C=N/NC(=O)c2cc3cc(C)ccc3nc2C)cc1 | 0 | 5 | -10 | 4 | -1 | -1.4 | 21 | -4 | 0 | -4
44 | O=C(c1ccccn1)N1CCCC(N2CCN(c3ccccc3)CC2)C1 (stereo unspecified) | 13 | -10 | -11 | -6 | -10 | -0.5 | -1 | 0 | 0 | 6
45 | CCN(C(=O)COC(=O)c1ccc(=O)n(Cc2ccccc2)n1)C1CCCCC1 | 18 | -6 | -5 | -3 | x | -2.5 | -6 | -5 | -7 | 3
46 | CC(=O)c1ccc(OC(C)C(=O)NCC2(N3CCOCC3)CCCCC2)cc1 (stereo unspecified) | -2 | -2 | -18 | 46 | -9 | 0.4 | -8 | -2 | -9 | -46
